12-LOX inh: Primary qHTS assay for inhibitors of human arachidonate 12S-lipoxygenase (ALOX12): Round 2 | purified 12hLO, xylenol orange hydroperoxide absorbance | Polyunsaturated fatty acid lipoxygenase ALOX12 (Homo sapiens), P18054 | Potency, µM (series often up to 108 µM), without a hit: at the top dose activity change, negative = inhibition, hits mostly inhibitors | 580,000 tested, 1.1% active | AID 1671190, 2021; further: potency means the concentration at half of the fitted maximal effect; on the % scale 0 is the no-effect control and ±100 the full control effect
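Purified human 12hLO (150 nM final) in 25 mM Hepes, 0.01% Triton X-100, pH 7.0 was preincubated 15 min at room temperature with compound. Then 40 uM arachidonic acid was added, 30 min. Hydroperoxide was read by Fe-XO absorbance ratio 573/405 nm.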
BLM inh: qHTS Assay for Inhibitors of Bloom's syndrome helicase (BLM); Potency, µM (highest dose often 56.1 µM), without a hit: at the highest dose activity change, negative = inhibition, actives largely listed as inhibitors; recombinant BLM DNA unwinding, fluorescence dequenching; 350,000 tested, 0.2% active; RecQ-like DNA helicase BLM (Homo sapiens), P54132;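 further: potency means the concentration at half of the fitted maximal effect; plate controls were vehicle for no effect and no enzyme for full effect; nearly all actives have a fitted effect of over 35% in size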
POLK inh: qHTS for Inhibitors of Polymerase Kappa; DNA polymerase kappa (Homo sapiens), Q9UBT6; purified Pol kappa, fluorescent DNA synthesis assay, 10 min; Potency, µM (titrated, usually from 107 µM), inactives show top-dose activity, negative = inhibition, most hits filed as inhibitors; 400,000 tested, 0.53% active; AID 588579, 2011; further: potency means the concentration at half of the fitted maximal effect; on the % scale 0 is the no-effect control and ±100 the full control effect
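10 nM Pol kappa was preincubated with compounds for 15 min at room temperature. Reaction started with 50 nM (final) substrate. Fluorescence read kinetically at 0 and 10 min.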
Pol beta inh: qHTS Assay for Inhibitors of DNA Polymerase Beta; P06746; Pol beta primer extension/strand displacement, fluorescence kinetic; Potency, µM (titrated, usually from 114 µM), for the others: top-dose activity change, negative = inhibition, most hits filed as inhibitors; 340,000 tested, 1.3% active; AID 485314, 2010; further: potency means the concentration at half of the fitted maximal effect; on the % scale 0 is the no-effect control and ±100 the full control effect
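10 nM enzyme + cpd, 15 min RT; start with substrate 50 nM final; read 0 min and after 10 min RT. Corrected, normalized data; 4-parameter Hill curve fit.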
TRHR ag: qHTS for Small Molecule Agonists and Allosteric Enhancers of Human TRH Receptor: Primary Screen for Agonists; 360,000 tested, 0.18% active; Thyrotropin-releasing hormone receptor (Homo sapiens), P34981; AID 493084, 2011; activation, % at 2 µM; TRHR cells, calcium flux fluo-8, FDSS agonist mode; in the data active means activation above about 30%; further: 0% is about no effect
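TRHR-expressing cells loaded with fluo-8 calcium dye; 23 nL library compound pin-transferred, kinetic FDSS fluorescence (Ex 480/Em 530) recorded about 180 s for agonist-induced calcium release, before a 10 nM TRH EC20 addition for potentiator mode.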
APE1 inh: qHTS Assay for Inhibitors of the Human Apurinic/apyrimidinic Endonuclease 1 (APE1); Potency, µM (series often up to 65.8 µM), for the others: at the highest dose activity change, negative = inhibition, usual class: inhibitors; recombinant APE1, TAMRA/BHQ-2 abasic DNA cleavage fluorescence; 350,000 tested, 0.35% active; AID 2517, 2012;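 further: potency means the concentration at half of the fitted maximal effect; plate controls were vehicle for no effect and reference inhibitor for full effect; nearly all actives have a fitted effect of over 55% in size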
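Step 1: APE1 (0.75 nM) with compound, 15 min RT. Step 2: add 50 nM fluorophore/quencher THF duplex. Step 3: three fluorescence reads 60 s apart (525/598 nm); read 3 minus read 1 = reaction progress.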
Apoferritin bind: qHTS Assay for Identification of Novel General Anesthetics; Ferritin light chain (Equus caballus), P02791; apoferritin/1-aminoanthracene competitive binding, fluorescence; Potency, µM (titrated, usually from 77.5 µM), without a hit: at the highest dose activity change, negative = displacement, most hits filed as inhibitors; 350,000 tested, 0.074% active; AID 485281, 2010; further: potency means the concentration at half of the fitted maximal effect; on the % scale 0 is the no-effect control and ±100 the full control effect; nearly all actives have a fitted effect of over 20% in size
Target sequence (P02791 2-175 limits assumed): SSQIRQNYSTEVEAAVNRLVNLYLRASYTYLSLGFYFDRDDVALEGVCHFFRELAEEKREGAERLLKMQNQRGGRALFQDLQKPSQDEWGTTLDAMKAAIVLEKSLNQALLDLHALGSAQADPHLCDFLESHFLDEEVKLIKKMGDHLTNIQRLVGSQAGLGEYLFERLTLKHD
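Concentration-response curves derived by four-parameter Hill fitting of normalized fluorescence, where compounds displaced 1-AMA from 10 uM horse apoferritin following a brief 10 min room-temperature incubation; propofol titration acted as positive control.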
POLI inh: qHTS for Inhibitors of Polymerase Iota; DNA polymerase iota (Homo sapiens), Q9UNA4; Pol iota fluorescent replication assay, 10 min; Potency, µM (series often up to 115 µM), without a hit: top-dose activity, negative = inhibition, usual class: inhibitors; 390,000 tested, 1% active; AID 588590, 2011; further: potency means the concentration at half of the fitted maximal effect
Target sequence (Q9UNA4 whole entry, looked up): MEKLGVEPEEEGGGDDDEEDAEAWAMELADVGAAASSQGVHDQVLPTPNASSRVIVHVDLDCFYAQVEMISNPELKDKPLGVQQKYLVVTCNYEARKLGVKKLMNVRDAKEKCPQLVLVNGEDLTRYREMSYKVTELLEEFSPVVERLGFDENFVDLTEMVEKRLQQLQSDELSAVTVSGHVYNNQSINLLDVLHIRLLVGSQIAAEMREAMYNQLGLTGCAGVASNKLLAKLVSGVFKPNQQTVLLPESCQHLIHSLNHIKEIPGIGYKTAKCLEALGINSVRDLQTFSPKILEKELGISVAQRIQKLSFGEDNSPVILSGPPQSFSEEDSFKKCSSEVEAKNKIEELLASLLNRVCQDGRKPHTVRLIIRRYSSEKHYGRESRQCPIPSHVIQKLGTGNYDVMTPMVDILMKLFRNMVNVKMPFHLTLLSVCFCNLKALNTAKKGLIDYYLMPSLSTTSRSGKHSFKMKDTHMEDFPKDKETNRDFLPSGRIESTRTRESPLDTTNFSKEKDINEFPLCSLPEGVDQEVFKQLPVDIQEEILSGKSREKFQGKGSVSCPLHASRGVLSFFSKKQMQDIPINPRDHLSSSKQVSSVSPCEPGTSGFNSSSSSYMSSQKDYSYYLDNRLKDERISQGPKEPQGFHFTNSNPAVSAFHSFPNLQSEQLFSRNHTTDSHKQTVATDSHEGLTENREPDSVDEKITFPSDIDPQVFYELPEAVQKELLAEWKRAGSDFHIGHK
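Fluorescent replication assay read twice, at 0 min and 10 min after adding 50 nM (final) substrate. Enzyme (10 nM) and compounds were first incubated 15 min at room temperature; enzyme-free buffer wells were negative controls.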
ERG-DNA inh: qHTS for Small Molecule Inhibitors of the ERG Ets/DNA interaction. fluorescence polarization, His-ERG Ets domain / labelled DNA. Potency, µM (highest dose often 76.9 µM), inactives show top-dose FP activity, negative = inhibition, hits mostly inhibitors. 370,000 tested, 0.028% active; active means well fitted inhibition curve with a large enough effect in the polarisation, with a control signal flat; inconclusive means small, poorly fitted or top-dose-only effect, or effect the other way, or a change in a side signal; inactive means no such curve, though single readings can be large or run the other way; the % refers to the polarisation;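 further: polarization taken with two DNA probes labelled with fluorescein and Texas red; potency means the concentration at half of the fitted maximal effect; % of control where 0% means no effect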
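His-tagged ERG Ets domain (1 uM in the protein solution; 300mM KCl, 50mM Tris-HCl, 1mM EDTA, 1mM DTT, pH 7.5) received compound, then a probe mix of 5 nM fluorescein-DNA and 100nM Texas-615-DNA. Fluorescence polarization was read for both dyes.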
Starred values were filed as active, the others as inactive; ? = inconclusive; . = no result given; & = joins results of further samples; [ ] = remark or other dose. Unless noted, the call rests on the fitted dose curve; in most records, active means well fitted curve in the direction sought with a large enough effect; inconclusive means small, poorly fitted or top-dose-only effect, or another doubt; inactive means no such curve, though single readings can be large; an effect the other way counts as inactive or inconclusive. The list is partial, so the mix of outcomes need not match the whole.

SMILES | 12-LOX inh | BLM inh | POLK inh | Pol beta inh | TRHR ag | APE1 inh | Apoferritin bind | POLI inh | ERG-DNA inh
COCCn1c(=N)c(S(=O)(=O)c2ccc(F)cc2)cc2c(=O)n3cccc(C)c3nc21 | -19.7% | -8.5% | -6.1% | -9.1% | -1.0 | 1.1% | -8.0% | ? | -0.9%
O=c1c(-c2cc(-c3ccccc3)nc3c2COc2ccc(Cl)cc2-3)coc2ccc(F)cc12 | -17.9% | -4.0% | -21.4% | 2.1% | 0.8 | . | -5.3% | 2.7% | 3.5%
CCOc1ccc(NC(=O)C(CC(=O)O)Cc2ccc(C)cc2)cc1 (stereo not drawn) | 0.0% | 1.6% | -4.0% | 44.3% | 0.9 | -5.7% | -12.6% | 108.9%[activator] | 16.6%
CCN(CC)S(=O)(=O)c1ccc2c(c1)N(CC(=O)Nc1ccccc1F)C(=O)C1CCCN21 (stereo not drawn) | 12.2% | -0.5% | -5.8% | 30.7% | -0.7 | . | -8.4% | -5.2% | 5.4%
Cc1cccc(C)c1-n1ncc(C(=O)NCCCN2CCCCC2)c1C1CCN(C(=O)OC(C)(C)C)CC1 | -27.8% | 2.1% | -1.7% | -8.9% | 0.8 | . | -11.9% | 4.8% | 4.2%
O=S(=O)(Nc1ccc(Cl)cc1)c1cccc2nsnc12 | 119.5%[activator] | -3.2% | 6.5% | 2.3% | -0.2 | 51.4%[activator] | -8.8% | 6.5% | -4.6%
COC(=O)CC1(c2ccc(OC)cc2)C(=O)c2ccccc2C1=O | 35.8%[activator] | -6.8% | -5.2% | 10.8% | -0.2 | -6.1% | -3.6% | 1.4% | -7.5%
Cc1ccc(C2C(C(=O)c3sc(C)nc3C)=C(O)C(=O)N2CCN2CCOCC2)o1 (stereo not drawn) | ? | -4.8% | -11.0% | 35.5% | -0.4 | -1.0% | -6.9% | 10.7% | -5.7%
CN1CCN(C(=O)/C(=C\c2cccs2)NC(=O)c2ccccc2)CC1 | -16.9% | -7.3% | 6.3% | 60.2% | 1.6 | -3.0% | 2.6% | 12.6% | 18.2%
O=C(CN1C(=O)CSCC1=O)NCc1ccc(F)cc1 | -0.4% | 4.3% | -6.9% | 23.5% | -0.6 | -2.8% | -11.6% | 18.4% | -2.3%
CCOC(=O)Nc1ccc(=O)n(Cc2c(Cl)cccc2Cl)c1 | -1.4% | -5.2% | 1.0% | -9.7% | . | 3.8% | -14.7% | -19.3% | -2.4%
N/C(Cc1ccc([N+](=O)[O-])cc1)=N\OC(=O)c1ccc2ccccc2c1 | -9.9% | -4.4% | -7.8% | ? | -0.1 | -10.9% | ? | -1.0% | -1.4%
COc1ccc(-c2noc(CCC(=O)N3CCN(c4ccccc4OC)CC3)n2)cc1 | 0.2% | . | -13.4% | . | . | -10.4% | . | 9.2% | -6.5%
N#C/C(=C\c1ccccc1Cl)C(=O)Nc1ccccn1 | ? | -10.2% | -8.3% | 1.7% | -0.5 | -16.7% | -0.5% | 0.9% | -3.7%
CCn1ccnc1CN(C)Cc1nc(-c2cccc(Cl)c2)no1 | 26.2% | -0.6% | -0.1% | 54.6% | 0.2 | 13.8% | -8.3% | 57.8%[activator] | -13.7%
COc1ccc(N2CCN(C(=O)C3CCCN(c4ncnc5c4nc4n5CCCCC4)C3)CC2)cc1 (stereo not drawn) | 3.0% | -0.8% | -17.7% | -0.3% | -0.5 | -0.1% | -10.5% | 11.3% | -2.6%
COCCOC(=O)c1c(C)n(C)c2ccc(OC(=O)c3ccccc3OC)cc12 | 20.4% | -5.8% | 12.4% | 20.8% | -0.1 | -16.9% | -7.1% | 19.0% | 13.3%
Cc1c(N=C2NC(=O)/C(=C/c3cccc([N+](=O)[O-])c3)S2)c(=O)n(-c2ccccc2)n1C | . | -6.5% | . | -24.6% | -0.1 | 10.1% | -4.4% | . | .
CCCc1nc(Nc2nc3ccccc3o2)nc(C)c1C(=O)OCC | 0.0% | 1.0% | 0.0% | 5.3% | -0.3 | -3.2% | -11.0% | 10.5% | 1.6%
COc1cc(NS(=O)(=O)c2ccc(NC(=S)NC(=O)c3ccco3)cc2)ncn1 | ? | -2.5% | -8.2% | -12.1% | 0.0 | -2.4% | -4.5% | 35.7%[activator] | -17.9%
O=C(COc1ccccc1)N1CCCCCCC1 | -10.4% | -4.6% | 3.0% | 38.8% | 0.9 | 3.6% | ? | 113.2%[activator] | -5.2%
CCOC(=O)CSCc1c(C#N)c2ccccc2n1C | 6.2% | 0.4% | -11.4% | 22.0% | -0.3 | -0.1% | -15.5% | -1.9% | -0.9%
COc1cccc(C(C(=O)NCC2CCCO2)N(C(=O)Cn2nnc3ccccc32)c2ccc(NC(C)=O)cc2)c1 (stereo not drawn) | -12.1% | -4.3% | -4.6% | -0.2% | 0.1 | 65.5% | 1.9% | 2.7% | -7.0%
COc1ccccc1NC(=O)CC1Nc2ccccc2NC1=O (stereo not drawn) | -6.5%&0.5% | -6.9% | 4.5% | 11.3% | -2.0 | -8.0% | -14.2% | 20.5% | 1.1%
CC1Oc2ccccc2N(CC(=O)Nc2ccc3c(c2)OCO3)C1=O (stereo not drawn) | -20.2% | -5.1% | -10.8% | 12.6% | 0.8 | 3.5% | -8.1% | 23.8% | -5.5%
COc1ccc(CCNC(=O)COC(=O)Cc2cccc3ccccc23)cc1 | -7.0% | -7.5% | -11.3%&-2.4% | -10.0% | 0.7 | 1.4% | -18.3% | -1.7%&15.8% | 0.1%
O=C(Cn1c(SCCOc2ccc(Cl)cc2)nc2ccccc21)N1CCCCC1 | ? | 0.1% | -2.6% | -1.8% | -0.1 | . | 3.5% | 13.0% | -1.7%
O=S1(=O)CCN(OCc2ccc(Cl)cc2)CC1 | -3.2% | -7.1% | -0.1% | -3.3% | 0.1 | 0.2% | -9.0% | -6.1% | 9.3%
Cc1cc(-c2ccc(C)c(S(=O)(=O)N3CCN(c4ccc([N+](=O)[O-])cc4)CC3)c2)on1 | -5.0% | 1.7% | -2.6% | 32.7% | 0.5 | 68.9%[activator] | -9.7% | 35.6%[activator] | -0.7%
COc1ccc(S(=O)(=O)N2CCCC2CNC(=O)c2cccc(OC)c2)cc1 (stereo not drawn) | -13.3% | . | -8.7% | . | -0.4 | 3.9% | . | 12.9% | -10.0%

Ordered by value in BLM inh (highest first): some entries from above
Structure | BLM inh
CCCc1nc(Nc2nc3ccccc3o2)nc(C)c1C(=O)OCC | 1.0%
CCOC(=O)CSCc1c(C#N)c2ccccc2n1C | 0.4%
CC1Oc2ccccc2N(CC(=O)Nc2ccc3c(c2)OCO3)C1=O (stereo not drawn) | -5.1%

Part of the list above, limited to ERG-DNA inh, POLI inh and Pol beta inh.
SMILES	ERG-DNA inh	POLI inh	Pol beta inh
COc1ccccc1NC(=O)CC1Nc2ccccc2NC1=O (stereo not drawn)	1.1%	20.5%	11.3%
CC1Oc2ccccc2N(CC(=O)Nc2ccc3c(c2)OCO3)C1=O (stereo not drawn)	-5.5%	23.8%	12.6%

The list goes on.
SMILES | 12-LOX inh | BLM inh | POLK inh | Pol beta inh | TRHR ag | APE1 inh | Apoferritin bind | POLI inh | ERG-DNA inh
Cc1cccc(N2CN=c3s/c(=C\c4ccncc4)c(=O)n3C2)c1 | 1.8% | 1.0% | -23.2% | 41.8% | -0.2 | -2.3% | -20.9% | 4.5% | 1.8%
CC(NC(=O)C(=O)N/N=C\c1cccc([N+](=O)[O-])c1)c1ccccc1 (stereo not drawn) | 1.9% | 1.3% | -13.6% | 7.3% | -1.9 | 3.2% | -3.6% | 107.0%[activator] | -1.5%
O=S(=O)(NCc1ccc(F)cc1)c1ccc(-n2cnnn2)cc1 | -3.8% | -3.8% | -17.1% | -15.2% | -0.5 | -10.9% | -2.7% | 16.2% | 1.8%
CCN(CC)C(=O)n1nc(C)c(CN2C(=O)c3ccccc3C2=O)c1C | -19.9% | . | -0.5% | . | . | . | . | 18.1% | -12.8%
Cc1ccccc1Nc1c(-c2ccc(Cl)s2)nc2cccc(C)n12 | -24.5% | -5.8% | -4.0% | ? | -0.8 | . | -3.4% | ? | -7.4%
O=C(N/N=C/C(Br)=C/c1ccccc1)c1cnccn1 | 177.8%[activator] | -0.8% | -12.8% | ? | 0.4 | 7.4% | 8.3% | ? | -6.8%
COc1ccc(S(=O)(=O)N=Nc2c(O)[nH]c3ccccc23)cc1 | ? | -3.3% | -14.7% | -2.9% | -0.1 | -1.7% | -7.0% | 11.1% | -13.1%
CC(Oc1ccc(Cl)cc1)C(=O)N1CCN(C(=O)c2ccco2)CC1 (stereo not drawn) | -1.0% | . | -5.4% | . | 0.2 | 20.7% | . | -3.0% | .
CCCCSc1nc(O)c(C2OC(=O)c3c2ccc(OC)c3OC)c(=O)n1C (stereo not drawn) | 1.5% | 0.6% | 3.0% | 40.4%[activator] | -0.1 | -1.5% | -11.4% | ? | -5.0%
O=C(c1ccc(COc2ccc(F)cc2)o1)n1cccn1 | 398.0%[activator] | -5.1% | 3.0% | 11.8% | . | 17.6% | -21.0% | -6.1% | 6.8%
